Growth percent in the NCI-60 one-dose screen (48 h, 10 µM unless noted): 100 = growth as untreated, 0 = no growth, -100 = all killed.
SR – SR leukemia cells; AID 1794780; hit rate 8.7% among 73,000
MDA-MB-231 – MDA-MB-231 breast cancer; AID 1794789; hit rate 5% among 81,000
MDA-MB-468 – MDA-MB-468 breast cancer; AID 2202374; hit rate 8.5% among 78,000
K-562 – K-562 leukemia; hit rate 7.4% among 78,000
CCRF-CEM – CCRF-CEM leukemia | hit rate 7% among 77,000
MDA-MB-435 – MDA-MB-435 melanoma | hit rate 7.8% among 82,000 | AID 1794794
RPMI-8226 – RPMI-8226 leukemia cells. hit rate 7.5% among 77,000
MOLT-4 – MOLT-4 leukemia cells. hit rate 6.9% among 80,000
* = called active by the depositor; · = not tested or not shown; & = joins results of further samples. Rule for the calls: active = growth percent below 10; inactive = the rest.

Structure | SR | MDA-MB-231 | MDA-MB-468 | K-562 | CCRF-CEM | MDA-MB-435 | RPMI-8226 | MOLT-4
COc1cc(Nc2ncccc2NC(=O)c2cn(Cc3cccc(Oc4ccccc4)c3)nn2)cc(OC)c1OC | 37 | 71 | 63 | 45 | 83 | 13 | 77 | 68
O=c1c2ccccc2nc(COc2ccccc2)n1/N=C/c1ccc(N2CCCCC2)cc1 | 66 | 67 | 31 | 60 | 69 | 84 | 52 | 59
O=C1NC(=S)S/C1=C/c1cc(Cl)cc(Cl)c1O | 84 | 109 | 114 | 62 | 94 | 111 | 100 | 94
CC1(C)CSC(C)(C)C(=O)N1 | 113 | 112 | 114 | 103 | 130 | 115 | 112 | 111
O=C(Nc1ccccc1)c1c(-c2ccccc2)[n+](=O)c2ccc(Cl)cc2n1[O-] | 56 | 88 | 36 | · | 81 | 86 | · | 84
COc1cc2c(cc1OCCCOc1ccc(-c3cc4ccccc4c4ccccc34)cc1)N=C[C@@H]1CCCN1C2=O | 102 | -71* | · | 11 | 6.6* | -31* | 0.2* | 17
CC[C@H](C)[C@H]1NC(=O)Nc2nc3ccccn3c2C1=O | 80 | 112 | 111 | 91 | 99 | 106 | 99 | 94
[2H]C1([2H])CCN(C(=O)C2CC2)c2cc(NS(=O)(=O)c3ccc(-c4ccc(F)c(C(N)=O)c4)cc3)ccc21 | 109 | 97 | 45 | 76 | 107 | 97 | 84 | 74
Cc1ccc(C(=O)Nc2cc(-c3ccccc3)cc(C(F)(F)F)c2)cc1C#Cc1cnc2cccnn12 | 45 | 57 | 63 | 5.9* | 38 | 45 | 37 | 36
CS(=O)(=O)c1ccc(/C(=N/N=C(N)N)c2ccc(F)cc2)cc1 | 24 | 105 | -5.1* | 25 | 75 | 11 | 91 | 103
O=C(O)CCn1c(O)c(/C=C2/C=c3cc4c(cc3=NC2=O)OCCO4)sc1=S | 77 | 109 | 96 | 97 | 96 | 99 | 94 | 105
COC(=O)/C(CCC=C(C)C)=C1\[C@@H](OC(C)=O)C[C@@]2(C)[C@H]1C[C@@H](O)[C@H]1[C@@]3(C)CC[C@H](N4CCCC4)[C@@H](C)[C@@H]3CC[C@@]12C | 89 | 104 | 110 | 91 | 98 | 104 | 87 | 85
CC(=O)OCCOc1cc(Cl)c(Cl)cc1Cl | 97 | 94 | 94 | 102 | -63* | 106 | 93 | 107
CC(=O)c1c(C)nc2ccccc2c1/C=C/c1ccc(C)cc1 | · | 92 | 41 | 58 | 95 | 96 | 72 | 68
CC1(C(=O)c2ccccc2)OC1c1ccccc1 (configuration not stated) | 115 | 129 | 87 | · | 88 | 102 | 95 | 109
O=C1CCCCCN1 | · | 102 | 96 | 118 | 95 | 105 | 97 | 158
CC(=O)N(CCN(C)C)Cc1ccccc1 | 100 | 109 | 101 | 101 | 106 | 96 | 107 | 104
Nc1nc(-c2ccccc2Br)cc(-c2cc3ccccc3oc2=O)n1 | 83 | 91 | 99 | 81 | 115 | 125 | 107 | 86
Cc1cc(N2CCN(CC(=O)Nc3ccc4c(ccn4Cc4ccccc4)c3)CC2)nc(N2CCOCC2)n1 | 107 | 93 | 67 | 61 | 5.8* | 93 | 67 | 78
Cc1c(-c2nnc(SCC(C)C)o2)sc2nc3ccccc3n12 | 98 | 105 | 96 | 95 | 95 | 104 | 93 | 87
CCCC/C=C(\C)C(C)(C#N)C(=O)OCC (configuration not stated) | 104 | 94 | 105 | 100 | 99 | 112 | 97 | 88
O=C1NC(=O)C(CC(=O)n2c(-c3ccccc3)nc3ccccc32)C(=O)N1 | · | 99 | 98 | 106 | 104 | 106 | 101 | 108
NCc1nc2ccccc2[nH]1 | 98 | 100 | 98 | 111 | 103 | 101 | 103 | 102
CCC(CC)C(=O)OC(C)COc1ccccc1 (configuration not stated) | 104 | 102 | 108 | 101 | 113 | 106 | · | 110
CCCCCCCC/C=C\CCCCCCCC(=O)Oc1cccc2cccnc12 | 46 | 106 | 121 | 74 | 96 | 83 | 297 | 80

2 records drawn at random from those above, as already listed:
Structure | SR | MDA-MB-231 | MDA-MB-468 | K-562 | CCRF-CEM | MDA-MB-435 | RPMI-8226 | MOLT-4
Nc1nc(-c2ccccc2Br)cc(-c2cc3ccccc3oc2=O)n1 | 83 | 91 | 99 | 81 | 115 | 125 | 107 | 86
CC1(C)CSC(C)(C)C(=O)N1 | 113 | 112 | 114 | 103 | 130 | 115 | 112 | 111

A second format for six compounds above.
Screens in order: SR, MDA-MB-231, MDA-MB-468, K-562, CCRF-CEM, MDA-MB-435, RPMI-8226, MOLT-4
> O=C(O)CCn1c(O)c(/C=C2/C=c3cc4c(cc3=NC2=O)OCCO4)sc1=S
→ 77, 109, 96, 97, 96, 99, 94, 105
> COC(=O)/C(CCC=C(C)C)=C1\[C@@H](OC(C)=O)C[C@@]2(C)[C@H]1C[C@@H](O)[C@H]1[C@@]3(C)CC[C@H](N4CCCC4)[C@@H](C)[C@@H]3CC[C@@]12C
→ 89, 104, 110, 91, 98, 104, 87, 85
> CC(=O)OCCOc1cc(Cl)c(Cl)cc1Cl
→ 97, 94, 94, 102, -63*, 106, 93, 107
> CC(=O)c1c(C)nc2ccccc2c1/C=C/c1ccc(C)cc1
→ ·, 92, 41, 58, 95, 96, 72, 68
> CC1(C(=O)c2ccccc2)OC1c1ccccc1 (configuration not stated)
→ 115, 129, 87, ·, 88, 102, 95, 109
> O=C1CCCCCN1
→ ·, 102, 96, 118, 95, 105, 97, 158

Remaining list, next part
Structure | SR | MDA-MB-231 | MDA-MB-468 | K-562 | CCRF-CEM | MDA-MB-435 | RPMI-8226 | MOLT-4
COc1ccc(/C(=C\c2ccc3c(c2)OCO3)C(=O)Nc2nc3ccc(Cl)cc3s2)cc1 | 86 | 114 | 129 | · | 97 | 107 | 104 | 74
O=C(CC1(O)C(=O)Nc2c(Cl)ccc(Cl)c21)c1ccco1 (configuration not stated) | 58 | 109 | 98 | 104 | 118 | 100 | 111 | 104
NC(=O)c1c(NC(=O)c2cc(Cl)c[nH]c2=O)sc2c1CCC(=O)C2 | 38 | 101 | 106 | 52 | 33 | 101 | 26 | 85
CC1(c2ccccc2)NC(=O)NC1=O (configuration not stated) | 102 | 111 | 105 | 103 | 102 | 113 | 105 | 101
C=C1C(=O)O[C@H]2[C@H]1CC/C(COC(=O)NCCc1c[nH]c3ccccc13)=C\CC[C@@]1(C)O[C@@H]21 | 0.8* | -19* | -6.7* | 0.5* | 3.3* | 42 | -26* | -3.9*
CCCC(CC)N(c1ccc(Cl)cc1)c1nc(-c2ccc(Br)cc2)cs1 (configuration not stated) | 68 | 77 | 82 | 62 | 45 | 92 | 63 | 55
CN1c2ccccc2Sc2cc(C=C(C#N)C#N)ccc21 | 105 | 92 | -24* | 101 | 102 | 103 | 103 | 85
CCOC(=O)/C=C1/S/C(=N/NC(=O)COc2cc(=O)n(C)c3ccccc23)N(c2ccccc2)C1=O | 104 | 96 | 130 | 99 | 99 | 102 | 104 | 99
Clc1ccc(N2CCN(CCCN3CCN(c4cccc(Cl)c4)CC3)CC2)cc1 | 15 | 51 | 24 | 39 | 59 | 62 | 25 | 44
O=C(O)C(CO)(c1ccccc1)c1ccccc1 | 111 | 99 | 103 | 101 | 101 | 110 | 101 | 107
O=C(O)/C=C\C(=O)Nc1ccc2c(c1)C(Br)c1ccccc1-2 (configuration not stated) | 79 | 95 | 105 | 94 | 95 | 103 | 87 | 100
COc1cc(N2C(=O)CC(c3ccc4c(c3)OCO4)C3C2=NC(=O)N3C)cc(OC)c1OC (configuration not stated) | 125 | 108 | 112 | · | 113 | 103 | 122 | 117
C=CCNC(=S)NN | 55 | 91 | 56 | 52 | 63 | 95 | 74 | 65
CCn1c(=S)[nH]c2c1c(=O)n(C)c(=O)n2C | 95 | 114 | 112 | 95 | 105 | 103 | 112 | 100
CCN(CC)CCSCCN(CC)CC | 98 | 118 | 93 | 100 | 92 | 101 | 105 | 105
Nc1ccc(S(=O)(=O)NC2C(O)OC(CO)C(O)C2O)cc1 (configuration not stated) | 108 | 113 | 108 | 96 | 102 | 109 | 110 | 91
CCN(CC)CCNc1cc(OC)c(N)c2cccnc12 | 39 | · | 94 | 53 | 32 | 99 | 71 | 19
FC(F)(F)c1ccc(-c2cnn3cc(-c4ccccc4)cnc23)cc1 | 79 | 107 | 116 | 91 | 96 | 102 | 98 | 94
CC(C)CNCCOC(=O)c1ccc([N+](=O)[O-])cc1Cl | 86 | 110 | 112 | 108 | 75 | 112 | 92 | 85
CCOC(=O)C(C)(C)Oc1ccc(Cl)cc1 | · | 107 | 109 | 104 | 114 | 98 | 129 | 101
O=C(Nc1cccc(-n2ccc3c(NC(=O)c4ccccc4)nccc32)c1)c1cccc(C(F)(F)F)c1 | 1.1* | 3.8* | -2.0* | 12 | 8.3* | 1.4* | -36* | 13
COc1ccc(-c2nc3sccn3c2/C=C/C(=O)c2cc(F)cc(F)c2)cc1 | · | 63 | 86 | 19 | 19 | 94 | 6.1* | 5.5*
c1coc(C2=NC(c3ccco3)C(c3ccco3)N2)c1 (configuration not stated) | 88&129 | 100&90 | 109&107 | 115 | 99&103 | 98&96 | 113&110 | 95&116
CCOP(=O)(OCC)C(NC(=O)c1ccc([N+](=O)[O-])cc1)C1=NCCS1 (configuration not stated) | 106 | 111 | 108 | 96 | 98 | 106 | 106 | 106
CC(C)(C)n1cc(-c2ccnc(NCCCNS(=O)(=O)c3ccc(O)cc3)c2)c(-c2cccc(O)c2)n1 | 49 | 69 | 58 | 16 | 63 | 78 | · | 58

Later entries
Structure | SR | MDA-MB-231 | MDA-MB-468 | K-562 | CCRF-CEM | MDA-MB-435 | RPMI-8226 | MOLT-4
C/C(=N\NC(=O)c1ccccc1N)c1ccccc1O | 35 | 45 | 16 | 34 | · | 58 | 52 | 19
CC/C=C/CC | 89 | 113 | 102 | 102 | 91 | 116 | 92 | 100
COc1ccc2c(c1)N=C(OCCCCl)Cn1c(=O)cc(C)n1-2 | 100 | 108 | 103 | 95 | · | 103 | 102 | 98
c1ccc(CNCCN(CCNCc2ccccn2)Cc2ccc3ccccc3c2)nc1 | 2.5* | 4.0* | -10* | -1.0* | 6.8* | 11 | 11 | -24*
CC1(C)NC(=O)c2[nH]c3c(Cl)c(Cl)ccc3c2C1C#N (configuration not stated) | 68 | 91 | · | 69 | 70 | 88 | 70 | 62
O=C1Nc2cc(Cl)ccc2/C1=C\c1ccc(OCc2ccc([N+](=O)[O-])cc2)cc1 | 88 | 66 | 52 | 83 | 5.4* | 80 | 56 | 97
CNc1ncnc2c1cnn2C | 102 | 109 | 105 | 117 | 94 | 107 | 88 | 110
CC(=O)NC1C(Nc2ccc(S(=O)(=O)Nc3ncccn3)cc2)OC(CO)C(O)C1O (configuration not stated) | 88 | 110 | 116 | 98 | 108 | 107 | 112 | 100
Oc1ccc(-c2nnc(CSc3nnc(-c4ccncc4)o3)o2)cc1 | 73 | 90 | 104 | 94 | 91 | 99 | 96 | 93
CC(=O)Nc1ccc(/C=N/Nc2nc3ccccc3s2)cc1 | 79 | 85 | 110 | 87 | 98 | 112 | 86 | 73
CCCSc1ccc2nc(NC(=O)CCOC)sc2c1 | 10 | 63 | 39 | 25 | 56 | 17 | 60 | 60
Oc1ccc(CSc2nnc(-c3ccccc3)n2-c2ccccc2)c2cccnc12 | 34 | 31 | -2.8* | 11 | 9.9* | 14 | 11 | 16
CCC(CS(=O)(=O)O)[N+](=O)[O-] (configuration not stated) | 106 | 124 | 103 | 124 | 102 | 105 | 115 | 114
COc1ccc(/C=C/c2ccc(/C=C/C(=O)c3ccc(Cl)cc3)cc2)cc1 | 82 | 117 | 113 | 87 | 97 | 95 | 99 | 93
O=C1CC(c2nc3ccccc3o2)CN1C1CCCCC1 (configuration not stated) | 112 | 97 | 109 | 111 | 108 | 101 | 103 | 103
Cc1ccc([N+](=O)[O-])c(C(=O)Nc2ccc(-c3ccc4c(c3)NC(=O)/C4=C\c3ccc[nH]3)cc2)c1 | · | 55 | -29* | 28 | 22 | 32 | 31 | 14
COc1ccc(S(=O)(=O)N2CCN(Cn3nc(-c4cc(OC)c(OC)c(OC)c4)oc3=S)CC2)cc1 | · | 100 | 81 | 66 | 92 | 99 | 78 | 79
Fc1cc(-c2nnc3sc(COc4ccc(Cl)cc4Cl)nn23)c(Cl)cc1Cl | · | 94 | · | 95 | 304 | 106 | 158 | 127
COc1cc(/C=N/N=C2\C(=O)Nc3ccc(F)cc32)ccc1F | 105 | 89 | 82 | 102 | 97 | 102 | 97 | 105
Clc1ccc(Nc2ccnc(N3CCN(c4ccnc5cc(Cl)ccc45)CC3)n2)cc1 | 37 | 34 | 39 | 16 | 38 | 13 | 35 | 32
CN(C)c1ccc2cc(-c3ccccc3F)c(N)nc2c1 | 6.1* | 65 | 26 | 14 | 46 | -9.2* | 25 | 35
CCC(C)Oc1nc2c(c(=O)n(C)c(=O)n2C)n1C (configuration not stated) | · | 101 | 101 | 101 | 91 | 118 | 55 | 108
CC(=O)O.CN1[CH-]N(Cc2ccc(C#N)cc2)c2ccccc21.[Ag+] | · | 110 | 97 | 46 | 25 | 106 | 89 | 90
Cc1cc(N2CCCCC2)nc(NC2CCCC(Nc3ccnc4cc(Cl)ccc34)C2)n1 (configuration not stated) | -53* | -90* | -78* | · | -18* | -92* | -52* | -28*
CCN(CC)CCCCCNc1cc(OC(=O)c2ccc(Cl)cc2)cc2cccnc12 | 75 | 86 | 72 | 75 | 108 | 120 | 98 | 73
Nc1ccc(Cl)nc1 | 133 | 101 | 106 | 58 | 91 | 83 | 93 | 117

2 successive records already listed, quoted:
Structure | SR | MDA-MB-231 | MDA-MB-468 | K-562 | CCRF-CEM | MDA-MB-435 | RPMI-8226 | MOLT-4
CCCSc1ccc2nc(NC(=O)CCOC)sc2c1 | 10 | 63 | 39 | 25 | 56 | 17 | 60 | 60
Oc1ccc(CSc2nnc(-c3ccccc3)n2-c2ccccc2)c2cccnc12 | 34 | 31 | -2.8* | 11 | 9.9* | 14 | 11 | 16
